GRP78 ERSR act – qHTS for Inducers of the Endoplasmic Reticulum Stress Response (ERSR) in Human Glioma: qHTS; U87-MG GRP78 promoter luciferase reporter, 16 h; Potency, µM, without a hit: top-dose activation, usual class: activators; 420,000 tested, 0.02% active; also: potency is read from the fitted curve at half-maximal effect; series mostly up to about 76 µM; % of control where 0% means no effect; nearly all actives have a fitted effect of over 35% in size
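Stably transfected U87-MG human glioma cells carrying a GRP78-based luminescent sensor were seeded at 1000 cells/well, pin-dosed with compounds and incubated 16 h. Luciferase reagent was then added, and end-point luminescence was read after 10 min at room temperature.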
D1 ag – Allosteric Agonists of the Human D1 Dopamine Receptor: qHTS | 360,000 tested, 1% active | D(1A) dopamine receptor (Homo sapiens), P21728 | AID 504660, 2011 | HEK293 T-REx D1 cells, calcium flux, agonist mode | activation, % at 2 µM; in the data active = activation above about 30%; also: 0% is about no effect
Target sequence (P21728 whole entry, looked up): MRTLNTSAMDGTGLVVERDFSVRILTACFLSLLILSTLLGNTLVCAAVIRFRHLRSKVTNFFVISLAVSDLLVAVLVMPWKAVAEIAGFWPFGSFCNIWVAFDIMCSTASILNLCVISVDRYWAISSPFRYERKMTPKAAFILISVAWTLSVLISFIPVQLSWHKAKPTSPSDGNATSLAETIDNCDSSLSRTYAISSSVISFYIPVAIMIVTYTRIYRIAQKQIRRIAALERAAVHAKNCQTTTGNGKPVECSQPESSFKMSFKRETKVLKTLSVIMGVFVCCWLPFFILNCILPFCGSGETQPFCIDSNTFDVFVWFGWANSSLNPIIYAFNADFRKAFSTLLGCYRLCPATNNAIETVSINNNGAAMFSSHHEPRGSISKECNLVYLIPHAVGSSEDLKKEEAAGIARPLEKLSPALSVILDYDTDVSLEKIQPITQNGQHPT
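Inducible HEK293 T-REx D1 cells, force-coupled to calcium signalling, were plated at 4000 cells/well with tetracycline and held overnight at 30 C. After no-wash calcium dye loading, compound-evoked calcium rise over 180 s flagged agonists.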
Vif-APOBEC3G blk – qHTS for Inhibitors of Vif-A3G Interactions: qHTS; DNA dC->dU-editing enzyme APOBEC-3G (Homo sapiens), Q9HC16; HeLa A3G-eYFP + Vif (tagged APOBEC3G with the HIV-1 protein that degrades it), YFP fluorescence, overnight; Potency, µM (doses to about 46.1 µM), inactives show at the highest dose activity, negative = active, most hits filed as inhibitors; 410,000 tested, 0.076% active; AID 602310, 2012;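 also: potency is read from the fitted curve at half-maximal effect; % is scaled to controls: 0 for no effect and ±100 for the full control effect; nearly all actives have a fitted effect of over 60% in size; hits raise eYFP signal because A3G escapes Vif-driven loss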
Target sequence (Q9HC16 whole entry, looked up): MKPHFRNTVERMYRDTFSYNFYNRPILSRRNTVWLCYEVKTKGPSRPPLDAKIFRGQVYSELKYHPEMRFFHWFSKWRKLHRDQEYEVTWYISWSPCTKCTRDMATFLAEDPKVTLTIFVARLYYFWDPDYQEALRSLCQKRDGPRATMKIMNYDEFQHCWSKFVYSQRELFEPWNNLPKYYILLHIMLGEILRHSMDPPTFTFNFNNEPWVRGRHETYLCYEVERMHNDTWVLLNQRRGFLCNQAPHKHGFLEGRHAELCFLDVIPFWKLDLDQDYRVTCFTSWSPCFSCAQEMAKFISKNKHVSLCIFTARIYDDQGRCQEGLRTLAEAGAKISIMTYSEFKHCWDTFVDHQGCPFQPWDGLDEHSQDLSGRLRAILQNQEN
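Read-out is eYFP fluorescence (Ex 488/Em 500-530) from Vif-expressing HeLa A3G-eYFP cells; more signal means A3G escaped Vif-mediated degradation. Cells plated overnight, compound pinned in, incubated overnight at 37 deg C.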
Vif-APOBEC3F blk – qHTS for Inhibitors of Vif-A3F Interactions: qHTS | Potency, µM (series often up to 46.1 µM), without a hit: at the top dose activity, negative = active | AID 602313, 2012 | HeLa A3F-eYFP + Vif (tagged APOBEC3F with the HIV-1 protein that degrades it), YFP fluorescence increase | 390,000 tested, 0.2% active; also: potency is read from the fitted curve at half-maximal effect; % of control where 0% means no effect; nearly all actives have a fitted effect of over 65% in size
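Fluorescence increase (Ex 488/Em 500-530) after overnight compound treatment at 37 deg C flags inhibition of Vif-driven A3F-eYFP loss in stable HeLa A3F-eYFP/Vif cells seeded overnight beforehand.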
D1 antagonist – Antagonist of Human D 1 Dopamine Receptor: qHTS; D(1A) dopamine receptor (Homo sapiens), P21728; HEK293 TREx D1 cells, calcium flux, dopamine EC80; stronger effect = lower value; activity change, negative = inhibition, % at 10 µM; 360,000 tested, 3.2% active; AID 504652, 2011; in the data active = activity change below about -30%; also: % is scaled to controls: 0 for no effect and ±100 for the full control effect
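Kinetic fluorescence of a calcium dye serves as the read-out. D1-expressing Hek293 Trex cells, induced overnight at 30 C, are exposed to compound for 180 s before an EC80 dopamine addition, then read 180 s further.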
D2 potentiator – HTS Assay for Positive Allosteric Modulators of the Human D2 Dopamine Receptor: Primary Screen for Potentiators. D(2) dopamine receptor (Homo sapiens), P14416. HEK293 T-REx D2, calcium flux, EC20 dopamine potentiation. potentiation, % at 10 µM. 340,000 tested, 0.34% active;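 active = potentiation over 3 SD above the plate norm, cut at about 30% in these data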; also: 0% is about no effect
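Using a no-wash calcium dye in inducible, force-coupled HEK293 Trex cells expressing D2, we tracked fluorescence each second for 180 s after compound, then for 180 s after EC20 dopamine to detect augmented signalling.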
RXFP1 ag – qHTS Assay for Agonists of the Relaxin Receptor RXFP1. AID 2676, 2010. HEK293T-RXFP1 cAMP TR-FRET, 30 min; response scale: percent of porcine relaxin response, buffer zero. Relaxin receptor 1 (Homo sapiens), Q9HBX9. 370,000 tested, 0.3% active. Potency, µM (top dose mostly 57.5 µM), without a hit: at the highest dose activation, hits mostly activators; also: potency is read from the fitted curve at half-maximal effect; % is scaled to controls: 0 for no effect and ±100 for the full control effect; nearly all actives have a fitted effect of over 60% in size; many of its hits are not listed in these tables
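HEK293T cells stably expressing RXFP1 were pretreated with the PDE4 inhibitor Ro 20174, exposed to compounds for 30 min at 37C, lysed, and cAMP was read by TR-FRET. Data normalized to buffer (basal) and 29 nM porcine relaxin (100%).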
RXFP1 antagonist – qHTS Assay for Antagonists of the Relaxin Receptor RXFP1; 350,000 tested, 0.59% active; AID 1259400, 2018; HEK293-RXFP1, relaxin-stimulated cAMP HTRF, 30 min; stronger effect = lower value; activity change, negative = inhibition, % at 57.5 µM;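 active = activity change of -60% or lower, but not beyond a set lower limit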; also: % is scaled to controls: 0 for no effect and ±100 for the full control effect
D1 PAM – Potentiators of Human D1 Dopamine Receptor: qHTS | HEK293 TREx D1 cells, calcium flux, dopamine EC20 potentiation | 360,000 tested, 0.036% active | D(1A) dopamine receptor (Homo sapiens), P21728 | potentiation, % at 10 µM; in the data active = potentiation above about 30%; also: 0% is about no effect
* = called active by the depositor; · = no result given. Unless noted, calls follow the shape of the dose curve; as a rule, active = well fitted curve in the direction sought with a large enough effect; inconclusive = small, poorly fitted or top-dose-only effect, or another doubt; inactive = no such curve, though single readings can be large; an effect the other way counts as inactive or inconclusive.

SMILES	GRP78 ERSR act	D1 ag	Vif-APOBEC3G blk	Vif-APOBEC3F blk	D1 antagonist	D2 potentiator	RXFP1 ag	RXFP1 antagonist	D1 PAM
CC(C)(C)CN1CCNC(=O)C1CC(=O)N1CCOc2ccccc2C1 (configuration not stated)	-1.5%	-0.1	-5.8%	-1.0%	7.9	-1.2	-0.1%	14.6	-0.8
Cc1ccc(Nc2nc(N3CCOCC3)nc(N3CCOCC3)n2)cc1C	-2.4%	2.9	3.6%	4.0%	33.5	-0.8	0.4%	-16.7	2.0
O=C1/C(=C/c2cccnc2)SC(=S)N1CCc1ccccc1	1.6%	3.5	-1.2%	-0.1%	0.9	-6.9	1.1%	0.5	-0.8
CN(Cc1ccsc1)C(=O)CCc1nnc(CCCc2ccccc2)o1	7.1%	1.0	1.6%	9.6%	-1.2	1.7	1.0%	7.6	-0.8
COc1ccc(C2=C(C)C(=O)N(Cc3ccc(C(=O)NCc4cccc(C)c4)cc3)S2(=O)=O)cc1	·	-0.3	·	·	-2.6	-7.3	-0.9%	3.6	0.3
Cc1ccc(-c2cc(C(=O)N/N=C\c3cnn(C)c3C)c3ccccc3n2)cc1C	-0.1%	-0.6	4.1%	8.0%	-3.9	5.5	0.8%	4.8	-3.1
Cc1cccc(NC(=O)c2ccc(S(=O)(=O)N3CCCCC3)cc2)n1	-2.6%	0.6	0.6%	1.7%	-23.0	4.2	-2.5%	·	-8.3
COc1ccccc1C(=O)OCc1ccc2sc(C)nc2c1	0.5%	4.4	-6.0%	4.5%	·	13.3	-0.7%	-3.5	-7.4
CCOC(=O)c1c(NC(=O)C(C)N2CCN(C(=O)c3ccco3)CC2)sc2c1CCCC2 (configuration not stated)	-4.1%	39.9*	-3.5%	0.5%	-2.2	-5.1	0.4%	-5.0	-5.4
CCN(CCCNS(=O)(=O)c1ccc2c(c1)oc(=O)n2C)c1cccc(C)c1	-1.2%	14.5	-0.7%	2.3%	-9.6	18.5	3.8%	-19.7	-6.3
CC(=O)Nc1ccc(SCC(=O)Nc2ccc3c(c2)OCCO3)cc1	3.3%	·	1.4%	-2.1%	·	·	·	-4.5	·
CCC(C)NCCCOc1ccc(Cl)cc1C(C)(C)C (configuration not stated)	-4.0%	2.3	0.9%	-19.2%	21.5	3.1	0.1%	8.1	-3.1
CCNC(=O)c1c(NC(=O)COc2ccc(F)cc2)sc2c1CCCC2	0.0%	-0.9	1.8%	0.7%	-9.7	-7.3	1.3%	6.9	-1.9
O=C(Cn1nc(-c2ccccc2F)ccc1=O)NCc1ccc2c(c1)OCO2	-1.9%	0.5	2.3%	0.3%	-2.8	-4.0	-0.5%	12.9	0.2
CC1OC2(C)OC(=N)C1(C#N)C(C#N)(C#N)C2c1ccccc1 (configuration not stated)	-4.9%	4.1	-6.4%	-13.1%	-35.4*	19.6	0.3%	-17.2	4.5
CN(C)c1ccc([N+](=O)[O-])cc1C(=O)NCC(c1ccco1)N(C)C (configuration not stated)	-4.8%	5.4	5.9%	9.5%	1.2	-10.5	0.6%	15.9	-7.0
Cc1cc(NC(=O)CSc2nc3c([nH]c4ccccc43)c(=O)n2-c2ccc(Cl)cc2)no1	0.7%	1.3	-3.3%	-0.3%	9.7	-2.4	6.0%	·	-5.0
CCOC(=O)C1=C(COC(=O)/C=C/c2ccccc2)NC(=O)NC1C (configuration not stated)	3.0%	1.0	-4.4%	-6.7%	9.3	0.7	0.3%	-2.1	-0.5
CCOC(=O)c1cc2c(n(-c3ccc(C)cc3)c1=O)CCCC2=O	-3.3%	2.2	2.1%	7.8%	0.9	-5.4	0.2%	-7.0	0.7
CC(C)CC(=O)NC(=S)Nc1ccccc1C(F)(F)F	-2.7%	3.7	-6.4%	-5.5%	-14.5	-8.4	-1.6%	20.5	-1.3
COc1cc(CNCc2ccc(OC)c3ccccc23)cc(OC)c1OC	-5.5%	36.9*	1.4%	-5.5%	-11.5	-13.8	3.4%	-12.6	-6.7
CCN(Cc1ccccc1)S(=O)(=O)c1ccc(-c2coc(C)n2)cc1	-4.4%	5.6	-8.4%	9.2%	-15.0	-5.2	-2.4%	·	-4.2
CCOc1ccccc1NC(=O)CCS(=O)(=O)c1cccs1	-2.0%	0.5	0.2%	7.8%	3.3	-5.3	0.1%	3.9	-3.4
c1ccc(C[C@H]2CNCCN2CCC23CC4CC(CC(C4)C2)C3)cc1	-8.6%	39.5*	-1.4%	2.4%	58.3	-0.9	-1.6%	·	14.6
CN(Cc1ccccc1)S(=O)(=O)c1nnc(NC(=O)c2ccccc2Cl)s1	9.5%	1.2	5.7%	1.3%	-3.7	2.4	21.9%	-33.3	-2.5
Remaining list, next part.
SMILES	GRP78 ERSR act	D1 ag	Vif-APOBEC3G blk	Vif-APOBEC3F blk	D1 antagonist	D2 potentiator	RXFP1 ag	RXFP1 antagonist	D1 PAM
CS(=O)(=O)N(CC(=O)NCCSCc1ccccc1Cl)c1ccc(F)cc1	-2.2%	-1.7	4.9%	12.1%	9.5	13.8	-0.9%	10.7	-3.2
Cc1ccc(C)c(S(=O)(=O)ON2C(=O)c3ccccc3C2=O)c1	-2.0%	0.0	-27.3%	3.7%	-5.1	1.5	0.9%	-2.1	-0.2
Cc1ccc(S(=O)(=O)NNC(=S)NC(=O)c2ccc([N+](=O)[O-])cc2)cc1	-4.8%	0.1	0.3%	3.4%	1.5	4.0	-1.0%	1.1	-7.0
O=C1CSC(c2ccccc2)N1Cc1ccccc1 (configuration not stated)	·	1.7	·	·	7.5	-0.4	-0.1%	·	2.8
Cn1c(=O)c2nc(NCc3ccccc3)sc2n(C)c1=O	0.0%	·	1.0%	5.8%	·	·	·	6.9	·
O=C(COc1ccccc1Cl)Nc1ccc(Cl)c(-c2nc3ccccc3o2)c1	-4.7%	0.1	2.1%	-2.9%	12.1	15.9	0.2%	-10.5	1.9
CN(C)S(=O)(=O)Oc1ccsc1C(=O)Nc1ccccc1Cl	-0.6%	0.0	2.8%	-14.0%	8.9	-8.3	-0.9%	-6.0	-1.1
Cc1ccc(-c2nc(CSCC(=O)NC3CCN(Cc4ccccc4)CC3)c(C)o2)cc1	0.0%	19.7	3.1%	1.2%	-16.9	-18.7	2.7%	-18.9	-8.8
O=C(O)CCN1C(=O)C2CCCCC2C1=O (configuration not stated)	-5.0%	1.1	1.5%	-2.4%	-2.5	2.3	-0.9%	-1.2	-0.5
CCc1ccc(NCc2cc3ccc(OC)cc3n(CC(=O)Nc3ccc(C)c(Cl)c3)c2=O)cc1	-2.0%	0.1	-6.1%	-1.5%	23.0	4.6	1.8%	·	-0.4
Cc1ccc(C(=O)OCC(=O)c2ccc(CC(=O)N3CCOCC3)s2)cc1C	8.4%	19.1	-2.5%	-4.1%	-26.9	0.7	1.3%	4.2	·
Cc1ccc(-n2cccn2)c([C@@H]2C[C@H]3CN(C)C(=O)[C@]34CCCN24)c1	-3.3%	1.6	-0.5%	6.2%	-7.2	-3.6	0.1%	-16.0	-5.2
CC(=O)CCc1ccc(OCCCOc2cccc3cccnc23)cc1	1.1%	19.0	4.3%	8.5%	-19.3	6.8	0.4%	8.0	-4.0
CN(CCOc1ccccc1)CCOc1ccccc1	1.1%	1.6	0.0%	-7.2%	3.2	-46.6	2.1%	-19.8	-6.5
Cc1ccc(Nc2nc(N)nc(COC(=O)C3=COCCO3)n2)cc1	0.3%	0.4	-15.5%	-12.7%	4.1	-3.6	0.3%	3.2	-3.2
CCOc1ccc(Nc2nc3ccccc3c3nnc(CC)n23)cc1	-1.8%	0.4	-0.9%	5.3%	-1.0	-2.0	4.6%	-13.3	-1.2
CC(NC(=O)COC(=O)C1=NN(c2ccccc2)C(=O)CC1)c1ccccc1 (configuration not stated)	-3.0%	2.1	2.1%	-4.1%	15.8	-5.5	0.6%	-10.9	-6.7
O=S(=O)(c1ccccc1)c1nc(-c2ccc(Cl)cc2Cl)oc1N1CCCCC1	-1.3%	1.5	-3.0%	1.6%	29.1	-7.2	3.8%	14.9	-3.0
FC(F)(F)c1cccc(N2CCN(Cc3nnc(-c4ccccc4)o3)CC2)c1	-0.3%	5.0	-0.9%	4.0%	-22.3	-17.8	3.0%	-21.8	-0.5
c1csc(CNc2ncnc3sccc23)c1	-4.0%	·	-1.5%	-5.4%	·	·	·	-1.9	·
COc1cccc(/C(N)=N/OC(=O)Cc2ccccc2[N+](=O)[O-])c1	8.7%	6.3	-6.2%	-2.4%	11.2	-1.2	-0.3%	-13.8	1.8
Cc1c(NC(=O)CSc2nnc(-c3ccccc3F)o2)c(=O)n(-c2ccccc2)n1C	3.8%	·	0.1%	-0.8%	·	·	·	0.6	·
CCn1nc(C(=O)Nc2ccc(C)c(C)c2)c(Cl)c1Cl	2.3%	5.7	0.1%	-10.8%	-4.9	0.5	3.9%	8.6	-0.7
CC(=O)c1ccc(N2CCN(Cc3nc4ccccc4[nH]3)CC2)cc1	-4.2%	3.3	1.6%	-3.5%	-4.7	5.0	0.9%	-16.5	·
Cc1ccc(NS(=O)(=O)c2ccc(C)c(NC(=O)COc3ccccc3)c2)c(C)c1	-6.3%	-1.8	1.0%	2.5%	-46.1*	-4.5	0.0%	·	-11.3
Cc1ccc(C)c(C(=O)C(C)OC(=O)CN2C(=O)NC3(CC(C)CC(C)(C)C3)C2=O)c1 (configuration not stated)	-4.3%	1.7	-2.4%	-28.3%	13.6	-6.0	-2.1%	-18.8	2.6
CC(C)C(=O)N1CCN(c2ccccc2NC(=O)c2ccc(Br)o2)CC1	-8.0%	·	1.0%	-5.8%	·	·	·	6.6	·
COc1ccc(C(=O)NCc2nnc(SCCOc3ccccc3)n2C)cc1	-4.4%	0.4	1.1%	0.9%	7.5	-6.8	0.7%	-5.1	-8.2

Only part of the results is shown (hit frequency here may not be typical).
